Screening results from PubChem.
TAAR1 agonist: human TAAR1 agonists, primary screen, Fluo-8 calcium fluorescence, CHO RD-HGA16 cells; Trace amine-associated receptor 1 (Homo sapiens), Q96RJ0; vehicle wells 0%, saturating PEA agonist 100%; activation, % at 3 µM; 0.99% of 360,000 active; AID 624467, 2012;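 active = activation above the mean activation of all test compounds in the run plus 3 SD, cut at about 38% in these data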
Target sequence (Q96RJ0 whole entry, looked up): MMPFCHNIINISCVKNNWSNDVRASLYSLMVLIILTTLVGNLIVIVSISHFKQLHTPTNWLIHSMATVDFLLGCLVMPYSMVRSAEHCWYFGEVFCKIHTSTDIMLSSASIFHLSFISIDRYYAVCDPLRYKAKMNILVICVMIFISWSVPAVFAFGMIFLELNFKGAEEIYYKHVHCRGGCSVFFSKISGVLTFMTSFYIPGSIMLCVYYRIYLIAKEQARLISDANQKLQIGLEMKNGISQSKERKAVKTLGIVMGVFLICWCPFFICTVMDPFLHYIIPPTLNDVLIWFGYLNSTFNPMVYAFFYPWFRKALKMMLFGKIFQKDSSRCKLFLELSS
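Test system: RD-HGA16 (CHO) cells co-expressing Gα16 and hTAAR1 | Doses: Single dose, 3 µM | Schedule: 17-24 h seeding, 75 min 37 °C dye, 30 min RT | Evaluation: % activation from peak over basal fluorescence ratio, DMSO-to-PEA scaled | Technique: Kinetic Fluo-8 calcium fluorescence | Benchmarks: Low control DMSO, high control PEA (EC100)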
TAAR1 antag: human TAAR1 antagonists, primary screen, Fluo-8 calcium fluorescence, CHO RD-HGA16 cells. Trace amine-associated receptor 1 (Homo sapiens), Q96RJ0. 1.5% of 360,000 active. antagonist. inhibition, % at 3 µM;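 active = inhibition above a per-plate cutoff, the mean inhibition of test compounds on that plate plus 3 SD, cut at about 49% in these data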;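 also: 0% = DMSO plus EC80 beta-PEA response and 100% = DMSO alone without agonist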
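Test system – hTAAR1-expressing CHO RD-HGA16 cells, Gα16-coupled · Also added – β-PEA at EC80 concentration, post-compound challenge · Compound – 3 µM, single point · Incubation – dye loading 75 min at 37 °C, then 30 min room temperature · Measured by – Fluo-8 intracellular calcium dye fluorescence, real-time kinetic reads · Benchmarks – vehicle and agonist controls · Replicates – singlicate, one well per test compound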
CRFR2-BP antag: antagonists of CRF-BP/CRF-R2 complex, primary screen, cell-based, HEK293, calcium dye fluorescence, uHTS. CRF-induced calcium fluorescence. 0.59% of 350,000 active. inhibition, % at 11.8 µM;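 active = inhibition of the ligand-induced calcium signal above about 50% at the single tested concentration, limit read from the data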
M5 antag: human M5 muscarinic receptor antagonists, primary screen, CHO cells, Fluo-8 calcium fluorescence; Muscarinic acetylcholine receptor M5 (Homo sapiens), P08912; CHO-hM5 cells, ACh EC80; inhibition, % at 3 µM; 0.59% of 360,000 active;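 active = inhibition above a per-plate cutoff, the mean of that plate's test compounds plus 3 SD, cut at about 27% in these data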;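 also: 0% = acetylcholine EC80 with DMSO and 100% = DMSO without agonist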
Target sequence (P08912 whole entry, looked up): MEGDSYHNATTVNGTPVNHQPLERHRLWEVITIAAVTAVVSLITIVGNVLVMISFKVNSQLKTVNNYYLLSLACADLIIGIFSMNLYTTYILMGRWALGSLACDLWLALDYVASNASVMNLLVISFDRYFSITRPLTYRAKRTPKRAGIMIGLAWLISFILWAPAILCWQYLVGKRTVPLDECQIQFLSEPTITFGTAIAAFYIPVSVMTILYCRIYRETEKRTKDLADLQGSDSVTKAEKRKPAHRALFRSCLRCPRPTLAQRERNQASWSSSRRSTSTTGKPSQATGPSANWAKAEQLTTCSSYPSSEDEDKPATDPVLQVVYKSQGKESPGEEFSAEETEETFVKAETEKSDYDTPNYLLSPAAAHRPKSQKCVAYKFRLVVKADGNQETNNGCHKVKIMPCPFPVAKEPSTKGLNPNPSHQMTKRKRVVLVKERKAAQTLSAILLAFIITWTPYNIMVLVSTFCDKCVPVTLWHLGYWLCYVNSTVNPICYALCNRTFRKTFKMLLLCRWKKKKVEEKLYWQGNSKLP
M5 ag: human M5 muscarinic receptor agonists, primary screen, CHO-K1 cells, Fluo-8 calcium fluorescence | Muscarinic acetylcholine receptor M5 (Homo sapiens), P08912 | CHO-K1 hM5 cells; 0% DMSO wells, 100% maximal acetylcholine response | activation, % at 3 µM | 0.19% of 360,000 active | AID 624037, 2012;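 active = activation above the run's mean over test compounds plus 3 SD, cut at about 23% in these data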;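 also: signal is peak over basal fluorescence ratio across the kinetic read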
M5 PAM: human M5 muscarinic receptor positive allosteric modulators, primary screen, CHO-K1 cells, Fluo-8 calcium fluorescence; Muscarinic acetylcholine receptor M5 (Homo sapiens), P08912; activation, % at 3 µM; CHO-K1 hM5, ACh EC20 PAM; 0% = ACh EC20, 100% = ACh EC100; 0.3% of 360,000 active;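 active = activation above the run cutoff, the mean activation of all test compounds plus 3 SD, cut at about 18% in these data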
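system = human M5 receptor in CHO-K1 cells | reagent = EC20 acetylcholine as agonist stimulus | compound dosing = single-point, 3 µM nominal | incubation = Fluo-8 loading 80 min at 37 °C plus 30 min room temperature | detection = Fluo-8 calcium dye fluorescence, kinetic read | benchmarks = low control EC20 acetylcholine (0%), high control EC100 acetylcholine (100%)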
CRFBP-R2 agonist: agonists of CRF-BP/CRF-R2 complex, primary screen, cell-based, HEK293, calcium dye fluorescence, uHTS | CRF-binding protein / CRF receptor 2 complex (human) | calcium dye fluorescence (FLIPR); percent of saturating CRF peptide response | activation, % at 13.2 µM | 0.46% of 350,000 active;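 active = activation of at least 50%, plus an integration ratio under a set limit after plate pattern correction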;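 also: plate controls were neutral control wells without compound for no effect and CRF at EC100 for full effect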
CHO-K1 Ca PAM: nonselective calcium activators in parental CHO-K1 cells, primary screen, counter-screen for M1 PAM project, cell-based, Fluo-8 calcium fluorescence, full deck, 1536-well. ATP EC20; 0% at ATP EC20, 100% at ATP max. activation, % at 3 µM. 0.02% of 360,000 active. AID 602247, 2012;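 active = activation above the run cutoff, the mean activation of all test compounds plus 3 SD, cut at about 40% in these data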;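 also: peak over basal fluorescence ratio in a 140 s read after ATP addition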
M4 PAM: human M4 muscarinic receptor positive allosteric modulators, primary screen, CHO-K1 cells, Fluo-8 calcium fluorescence; CHO-K1 hM4/Gqi5, ACh EC20; 0% = ACh EC20, 100% = maximal ACh; activation, % at 3 µM; 0.4% of 360,000 active;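 active = activation above its plate's cutoff, the mean activation of sample wells plus 3 SD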; also: some results filed as inactive read as strong as hits
An asterisk follows results filed as active; . = not tested or not shown.

Molecule	TAAR1 agonist	TAAR1 antag	CRFR2-BP antag	M5 antag	M5 ag	M5 PAM	CRFBP-R2 agonist	CHO-K1 Ca PAM	M4 PAM
Cc1ccc(NC(=O)c2ccc3c(c2)N(CC(=O)N2CCCCC2)C(=O)C(C)(C)O3)cc1	9	0	-2	-6	2	3	-1.3	13	23
CCCNC(=O)c1onc(CSc2ccncc2)c1C(=O)NCCC	2	0	2	4	2	1	-1.9	12	6
COc1ccc(NC(=O)C2(C)CCN2CCOc2ccccc2)cc1OC (stereo not given)	1	-21	.	-1	-1	0	.	-3	-1
Cc1[nH]n(-c2ccc([N+](=O)[O-])cc2)c(=O)c1C=NCCc1c[nH]c2ccccc12	5	20	2	5	0	-4	-0.1	14	0
CS(=O)(=O)N1CCN(c2ccccc2NC(=O)c2ccc(-c3ccc(Cl)cc3Cl)o2)CC1	9	30	-10	1	-1	-4	5.0	18	1
C/C(=N\Nc1ccccn1)c1ccc(OC(F)F)cc1	4	-5	-17	-18	-4	-7	0.4	16	4
C=CCNC(=S)N/N=C/c1cccc([N+](=O)[O-])c1	1	19	-12	6	-7	4	-0.2	21	2
O=C(COC(=O)c1ccc(S(=O)(=O)N2CCOCC2)cc1)NC1CCCCCC1	7	-6	9	0	0	1	6.4	-2	10
CCOC(=O)[C@@H]1[C@H]2COc3ccccc3[C@@H]2N2C(=O)N(c3cccc(Cl)c3)C(=O)[C@]12C	15	-11	3	10	-3	-5	-0.8	14	13
O=C(CSc1nc2ccccc2n1S(=O)(=O)c1ccccc1)N1CCCC1	2	-3	2	0	-2	4	-0.8	-9	5
c1ccn2cc(C34CC5CC(CC(C5)C3)C4)nc2c1	0	-16	-8	10	-18	-19	-2.4	17	-27
CCN1C(=O)C2(SC(NC(C)=O)=NN2C(C)=O)c2cc(C)cc(C)c21 (stereo not given)	1	1	-9	-4	0	4	-0.6	24	7
COC(=O)/C=C1/SC(=NC(=O)c2cccc([N+](=O)[O-])c2)NC1=O	1	-8	14	13	-5	-4	0.3	16	2
Nc1nc(SCC(=O)NNc2c(Cl)cc(Cl)cc2Cl)n[nH]1	5	-18	14	-7	0	3	5.8	25	11
O=C(Nc1cn(-c2ccccc2)nc1-c1ccc(F)cc1)c1ccccc1	-1	6	-16	-1	-2	-3	-1.8	13	14
COc1cccc(C2CC(c3cccc(NS(C)(=O)=O)c3)=NN2C(=O)c2ccccc2)c1OC (stereo not given)	1	-2	2	3	-4	-5	-0.4	7	-16
COc1ccc(N2CC(C(=O)Nc3nnc(SCCC4OCCO4)s3)CC2=O)cc1 (stereo not given)	0	6	8	-10	3	-8	-0.5	12	1
CCCCC(CC)C(=O)Nc1ccc(S(=O)(=O)N2CCCC2)cc1 (stereo not given)	15	2	-6	-8	2	12	-1.2	17	-3
CCOC(=O)N1CCN(C(=O)c2ccc3c(=O)n(Cc4ccccc4)c(=S)[nH]c3c2)CC1	13	11	-16	3	-2	0	-0.9	12	-1
COC(=O)[C@@]1(C(C)C)N=C(c2cc(OC)c(OC)c(OC)c2)[C@]2(O1)C(=O)N(Cc1ccc(OC)cc1)c1ccc(Br)cc12	2	-9	.	-6	-3	-2	.	5	7
CC(C)Nc1nc2nonc2nc1Nc1ccccc1	8	13	7	8	6	-11	7.0	5	-12
CC(=O)Nc1ccc(SC[C@H](Cc2ccccc2)N2CCN(CCc3ccccc3)CCC2=O)cc1	20	17	-9	11	-2	-6	-0.5	7	-1
Cc1ccc(C)c(C(=O)COC(=O)Cn2[nH]c(=O)c3ccccc3c2=O)c1	16	-16	6	2	-1	4	0.5	17	2
Cc1nn(C)cc1CNC(=O)COc1ccc(Cl)cc1Cl	3	-12	6	-5	-5	0	-1.0	-8	4
COC1CCN(C(=O)C2CCC(=O)N(C3CCCCCC3)C2)CC1 (stereo not given)	1	-5	-1	7	-1	-6	1.8	24	-5

Going on with the list.
Molecule	TAAR1 agonist	TAAR1 antag	CRFR2-BP antag	M5 antag	M5 ag	M5 PAM	CRFBP-R2 agonist	CHO-K1 Ca PAM	M4 PAM
Cc1cc(=O)[nH]c(SCc2nc3ccccc3s2)n1	3	-13	-7	5	0	1	-0.3	12	2
O=C(O)c1ccc(/C=N/NC(=S)NCc2ccccc2)cc1	1	-6	4	6	0	4	-0.9	-11	-2
CCCCCCn1cc(C(=O)O)c(=O)c2cc(F)c(N3CCCCC3)cc21	3	-19	-11	0	1	-2	-1.3	22	-1
CCCc1nc2c(sc3nc4c(cc32)COC(C)(C)C4)c(=O)n1CCN(CC)CC	1	7	-1	16	0	-15	2.0	-14	-10
CC(=O)c1cccc(N=Cc2c(O)c3ccccc3oc2=O)c1	-1	4	4	1	0	-2	-2.3	13	11
CC12C=CC3(O1)C(C(=O)N(c1cccnc1)C3C(=O)NC1CCCCC1)C2C(=O)Nc1ccccc1 (stereo not given)	2	-4	7	11	-3	5	1.3	-14	4
COc1cc(NC(=O)C2CCCCC2)c(OC)cc1NC(=O)c1ccco1	18	-11	-18	4	0	1	-2.4	20	3
COc1c(S(=O)(=O)N2CCCCC2)ccc2c(S(=O)(=O)N3CCCCC3)cccc12	7	-10	-55	0	1	2	-0.8	12	5
Cc1ccc(CNC(=O)CNC(=O)c2ccc(C(C)(C)C)cc2)n1C	0	-2	3	8	2	5	0.2	3	15
COC(=O)/C=C/c1sc2nc(C)cc(C)c2c1N=CN(C)C	6	-8	-1	-4	-1	3	2.2	-7	3
CCOc1cc(C(=O)Nc2ccc(S(=O)(=O)Nc3onc(C)c3C)cc2)cc(OCC)c1OCC	2	-25	19	7	-3	4	-0.5	20	-1
CCc1nc2ccc(C(=O)N(C)Cc3ccco3)cn2c1N(C)Cc1ccc(OC)cc1	1	-8	.	0	-2	-11	.	21	-5
CCNc1nc(NC(N)=S)nc(NC(C)(C)C)n1	11	18	-22	-4	-8	-2	0.3	-16	-3
Cc1cc(O)cc2c1O[C@@](C)(CCC[C@@H](C)CCC[C@@H](C)CCCC(C)C)CC2	1	4	-11	3	0	-4	2.6	17	4
N#Cc1ccc(COc2ccc(CCO)cc2-n2nc3ccccc3n2)cc1	7	35	3	3	-3	-14	0.1	13	-12
O=C(NCc1cccs1)c1csc([C@H]2C[C@H](O)[C@@H](CO)O2)n1	3	-16	.	14	3	-2	.	6	-4
CCCCOC(=O)Nc1nnc(CC(=O)NCc2ccccc2)s1	0	-4	-17	17	3	5	0.3	7	0
CCc1ccc(OCC(=O)N(Cc2ccccc2)C2CCS(=O)(=O)C2)cc1 (stereo not given)	0	-6	-3	12	-3	3	-0.4	2	-7
O=C(CCCOc1ccccc1)Nc1cccc(S(=O)(=O)N2CCCCC2)c1	6	5	-8	3	2	-5	0.0	3	-5
CN1/C(=C\C(=O)c2ccco2)c2ccccc2CC1(C)C	7	-4	-1	3	-5	-1	1.3	13	4
Cc1ccc(NCC(=O)c2ccc(C)cc2)cc1	8	-4	0	0	-3	-1	-0.1	14	1
O=C(N[C@@H](Cc1ccccc1)C(=O)OCC(=O)N1CCOCC1)c1cccs1	2	12	7	4	2	1	-0.5	16	1
COc1ccc(CN(C(=O)CCC(=O)N2CCCCC2)c2nccs2)cc1OC	10	2	21	2	0	1	-0.2	4	5
CCOC(=O)c1cc(CC)sc1NC(=O)c1cc(OCC)c(OCC)c(OCC)c1	8	-21	-28	2	1	-1	18	-10	-4
Cc1ccc(S(=O)(=O)N(C)C)cc1NC(=O)CCNC(=O)c1ccccc1Cl	1	-17	6	13	-2	-4	-1.2	18	1

The results go on:
Molecule	TAAR1 agonist	TAAR1 antag	CRFR2-BP antag	M5 antag	M5 ag	M5 PAM	CRFBP-R2 agonist	CHO-K1 Ca PAM	M4 PAM
O=C(CCNS(=O)(=O)c1cccc(Cl)c1)OCC(=O)N1CCN(C(=O)c2ccco2)CC1	2	-6	3	16	1	2	-1.6	21	14
COCCNC(=O)/C(C#N)=C/c1c(N2CCCCCC2)nc2c(C)cccn2c1=O	1	-12	32	6	-5	-8	-1.5	-1	-10
CCCCn1c(N)c(N(CCC(C)C)C(=O)CSc2nc3ccccc3n2C)c(=O)[nH]c1=O	1	1	-6	-5	-3	21*	1.8	-5	6
CC1=C(C(=O)N2CCOCC2)CC(CC(=O)NCCN2CCOCC2)C(=O)N1Cc1ccc(F)cc1 (stereo not given)	0	5	10	2	0	4	-0.8	28	10
O=C(NNC(=S)NC(=O)c1cccs1)c1cccnc1	5	15	-1	-14	-2	-2	1.1	15	4

M5 PAM: what is marked active above.
smiles	TAAR1 antag	CRFR2-BP antag	M5 antag	M5 ag	M5 PAM	CRFBP-R2 agonist	M4 PAM
CCCCn1c(N)c(N(CCC(C)C)C(=O)CSc2nc3ccccc3n2C)c(=O)[nH]c1=O	1	-6	-5	-3	21*	1.8	6
